TCR act – Activators of T cell receptors: qHTS campaign; primary human leukocytes, anti-CD3, IL-2 HTRF, 48 h; Potency, µM (titrated, usually from 9.22 µM), for the others: at the highest dose activation of IL-2 secretion, hits mostly activators; 330,000 tested, under 10 active; note: % of control where 0% means no effect
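Human primary leukocytes + a-CD3 beads + cpd, 48 hr; IL-2 in supernatant by HTRF (ex 320nm / em 665nm). No co-stimulatory signal supplied.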
TSG101-PTAP inh – qHTS Assay for Iinhibitors of HIV-1 Budding by Blocking the Interaction of PTAP/TSG101; Potency, µM (titrated, usually from 115 µM), for the others: at the highest dose activity change, negative = inhibition, hits mostly inhibitors; 340,000 tested, under 10 active; Fluorescence polarization, FITC-PTAP peptide / Tsg101 binding; AID 493005, 2010; active = well fitted inhibition curve with a large enough effect in the main read-out, with a control signal flat, not every such curve was filed as active; inconclusive = small, poorly fitted or top-dose-only effect, or effect the other way, or a change in a side signal; inactive = no such curve, though single readings can be large or run the other way; note: potency is the fitted concentration of half-maximal effect; % of control where 0% means no effect
Target sequence (Q99816 whole entry, looked up): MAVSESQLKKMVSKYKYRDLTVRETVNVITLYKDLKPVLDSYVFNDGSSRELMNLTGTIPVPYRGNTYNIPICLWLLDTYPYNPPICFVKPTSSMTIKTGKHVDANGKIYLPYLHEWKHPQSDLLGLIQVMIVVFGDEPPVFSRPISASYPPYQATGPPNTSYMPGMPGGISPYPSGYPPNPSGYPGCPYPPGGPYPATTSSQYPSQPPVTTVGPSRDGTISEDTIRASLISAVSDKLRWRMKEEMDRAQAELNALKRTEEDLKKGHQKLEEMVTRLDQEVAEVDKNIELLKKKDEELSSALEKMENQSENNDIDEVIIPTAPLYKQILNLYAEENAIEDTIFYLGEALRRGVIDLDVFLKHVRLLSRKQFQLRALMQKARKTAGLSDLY
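Fluorescence anisotropy tracks displacement of a FITC-tagged PTAP peptide (50 nM) from the Tsg101 binding domain (10 uM), following a 20 min room-temperature incubation at pH 7.5.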
ELG1 DNA repair – qHTS screen for small molecules that inhibit ELG1-dependent DNA repair in human embryonic kidney (HEK293T) cells expressing luciferase-tagged ELG1; AID 504467, 2011; hit rate 2.3% among 330,000; Potency, µM (titrated, usually from 46.1 µM), without a hit: at the top dose activity change, negative = inhibition, hits mostly inhibitors; HEK293T ELG1-luciferase reporter, luminescence, 16 h; DNA damage induced by 5-fluorouridine; note: potency is the fitted concentration of half-maximal effect; % is set by controls: 0 for no effect and ±100 for the full control effect; nearly all actives have a fitted effect of over 55% in size
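In this reporter screen, reduction of luminescence relative to DMSO vehicle indicated activity. Compounds and 5-fluorouridine were added together to 2,000 cells per well, incubated for 16 hr at 37 °C, then developed with ONE-Glo.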
B2AR arrestin – qHTS assay of beta-arrestin-biased ligands of beta2-adrenergic receptor. AID 492947, 2010. Beta-2 adrenergic receptor (Homo sapiens), P07550. beta-arrestin recruitment to beta2AR, cell-based reporter. hit rate 0.02% among 330,000. Potency, µM (titrated, usually from 46.1 µM), without a hit: at the top dose activation, most hits filed as activators;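 note: potency is the fitted concentration of half-maximal effect; 0% = DMSO controls and full agonism = EC100 isoproterenol or metaproterenol; nearly all actives have a fitted effect of over 65% in size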
Target sequence (P07550 whole entry, looked up): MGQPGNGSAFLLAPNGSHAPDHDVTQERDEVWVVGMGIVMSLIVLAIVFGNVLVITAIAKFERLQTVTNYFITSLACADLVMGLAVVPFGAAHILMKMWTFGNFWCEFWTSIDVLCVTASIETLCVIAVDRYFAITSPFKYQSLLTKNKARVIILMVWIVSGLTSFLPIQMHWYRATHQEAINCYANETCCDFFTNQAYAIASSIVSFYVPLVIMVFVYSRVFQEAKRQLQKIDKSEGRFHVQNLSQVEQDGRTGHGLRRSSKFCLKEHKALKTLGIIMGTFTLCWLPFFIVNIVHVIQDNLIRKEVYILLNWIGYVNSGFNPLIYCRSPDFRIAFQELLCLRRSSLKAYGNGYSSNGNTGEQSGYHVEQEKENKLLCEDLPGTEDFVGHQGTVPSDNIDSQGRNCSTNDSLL
BRCA1 expr act – qHTS Assay to Identify Small Molecule Activators of BRCA1 Expression | MCF7-BRCA1-FFLuc reporter, luminescence, 48 h; response scale: scaled: vehicle 0%, 10 µM genistein 100% | Potency, µM (series often up to 46.1 µM), without a hit: at the highest dose activation, most hits filed as activators | hit rate 1.1% among 380,000; note: potency is the fitted concentration of half-maximal effect; nearly all actives have a fitted effect of over 80% in size; some results filed as inactive show a strong effect at the top dose
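MCF7-BRCA1-FFLuc, 2000 cells/well; 2 h attach, 37 °C/5% CO2; compound 48 h; luciferase substrate 15 min; luminescence end-point. Norm. to genistein 10 microM max activation and DMSO; concentration-response curves fitted.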
p53 reactivation – qHTS assay for re-activators of p53 using a Luc reporter; H1299 p53-A138V BP100-luciferase reporter, luminescence, 24 h; AID 504706, 2011; Potency, µM (series often up to 92.2 µM), for the others: top-dose activity change, positive = activation, actives largely listed as activators; hit rate 0.063% among 320,000; note: potency is the fitted concentration of half-maximal effect; % of control where 0% means no effect; nearly all actives have a fitted effect of over 45% in size
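p53-null H1299 cells stably carrying temperature-sensitive p53-A138V and a BP100-luciferase reporter were pinned with compounds (4-point, 1:5 series) and held 24 hrs at 37 deg C. Luminescence was read 10 min after detection reagent.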
AT treatment – qHTS Assay for Identifying a Potential Treatment of Ataxia-Telangiectasia. […] A-T fibroblasts, KAP-1 phosphorylation AlphaLISA; neocarzinostatin DNA damage 30 min before lysis. Potency, µM (titrated, usually from 57.5 µM), inactives show at the top dose activation, hits mostly activators. hit rate 0.19% among 320,000. AID 485349, 2010; note: potency is the fitted concentration of half-maximal effect; % of control where 0% means no effect; nearly all actives have a fitted effect of over 45% in size
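ATM-like activity read as KAP-1 phosphorylation via AlphaLISA donor/acceptor antibody pairs after lysis and 6 hr at 25C. Cells were ATM-null patient fibroblasts ([…], hTERT), dosed 60 min, then exposed to the DSB inducer NCS for 30 min.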
CXXC DNA block – qHTS Fluorescence Polarization Assay for Inhibitors of MLL CXXC domain - DNA interaction; Histone-lysine N-methyltransferase 2A (Homo sapiens), Q03164; MLL-CXXC / FITC-HOXA9 DNA fluorescence polarization; Potency, µM (doses to about 115 µM), for the others: at the top dose activity change, negative = inhibition, hits mostly inhibitors; hit rate 0.037% among 290,000; AID 2662, 2010; active = well fitted inhibition curve with a large enough effect in the polarisation, with a control signal flat, not every such curve was filed as active; inconclusive = small, poorly fitted or top-dose-only effect, or effect the other way, or a change in a side signal; inactive = no such curve, though single readings can be large or run the other way; the % refers to the polarisation; note: potency is the fitted concentration of half-maximal effect
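Steps: dispense CXXC domain solution (7 uM) → pin compounds or unlabeled HOX-A9 DNA control → 5 min ambient → add FLSN-HOX-A9 solution (50 nM) → spin → 30 min ambient → fluorescence polarization. Tris pH 7.5/NaCl/DTT/BSA buffer.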
TRPV1 agonist – HTS Assay for Compounds that Act as Agonists of the Vanilloid Receptor 1. activation, % at 8.33 µM. TRPV1-expressing cells, Fluo-8 calcium influx, agonist mode. hit rate 0.19% among 320,000. AID 540275, 2011; in the data active = activation above about 80%; inconclusive = between about 30% and that limit; note: 0% is about no effect
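Cells expressing TRPV1 were dye-loaded with Fluo-8 and read kinetically: 10 s baseline, 3 min after compound (agonist portion), then 2 min after EC20 capsaicin (allosteric enhancer portion). Calcium-bound dye fluorescence at 480/520 nm.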
Integrin act MD – qHTS for Activators of Integrin-Mediated Alleviation for Muscular Dystrophy. alpha7betagal myoblasts, beta-gal FDG fluorescence, 48 h. Potency, µM (top dose mostly 38.3 µM), without a hit: at the top dose activation, actives largely listed as activators. hit rate 0.064% among 350,000;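 note: potency is the fitted concentration of half-maximal effect; 100% = response of the positive control SU9516; nearly all actives have a fitted effect of over 60% in size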
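Alpha7betagal+/- myoblasts (passage 13) were plated 16-24 hr, then exposed to compounds (1:260 dilution of DMSO stock) for 48 hours at 37C. After MPER lysis, β-galactosidase reporter activity was read as FDG fluorescence (ex 480/em 540) after 30 minutes.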
The depositor's hits bear a star; ? = inconclusive; / = no result given; & = joins results of further samples; [ ] = another dose, or the depositor's remark. Unless noted, calls come from the whole dose curve; as a rule, active = well fitted curve in the direction sought with a large enough effect; inconclusive = small, poorly fitted or top-dose-only effect, or another doubt; inactive = no such curve, though single readings can be large; an effect the other way counts as inactive or inconclusive.

SMILES	TCR act	TSG101-PTAP inh	ELG1 DNA repair	B2AR arrestin	BRCA1 expr act	p53 reactivation	AT treatment	CXXC DNA block	TRPV1 agonist	Integrin act MD
COc1ccc(Cc2nc(-c3ccccn3)no2)cc1	4%	0%	?	-0.8%	?	?	7%	-11%	-2	-15%
CC(NC(=O)CCNC(=O)c1ccc(Br)cc1)c1ccc(-n2ccnc2)cc1 (stereo not given)	6%	0%	-1%	-0.2%	-13%	-3%	-9%	/	1	7%
COCCNC(=O)C1CCC(CNS(=O)(=O)c2ccccc2)CC1 (stereo not given)	-2%	-4%	4%	-0.9%	-14%	-2%	-1%	4%	-2	-6%
Cc1cc(C)nc(-n2ncc3c2CC(c2ccccc2C)CC3=O)n1 (stereo not given)	-7%[46.1 µM]	-3%	?	0.1%	-28%	-21%	1%	5%	?	2%
COc1cc(/C=C/C(=O)N2CCCN(C(=O)/C=C/c3cc(OC)c(OC)c(OC)c3)CC2)cc(OC)c1OC	1%	-3%	16%	3.0%	-20%	9%	2%	5%	-1	-13%
O=C(CSC1=NC(=O)C(Cc2ccccc2)C(=O)N1)Nc1ncccn1 (stereo not given)	/	/	3%	-0.5%	/	3%	5%	-1%	0	/
CCN(C(=O)COC(=O)c1cnc(C)cn1)c1c(N)n(Cc2ccccc2)c(=O)[nH]c1=O	0%	0%	?	0.6%	4%	-5%	1%	/	1	33%
COc1ccc(C(=O)C2CCCCC2=O)cc1 (stereo not given)	-2%	-1%	/	-0.4%	-7%	/	/	4%	1	-17%
CCNC(=O)N1c2ccc(OCC)cc2C(C)=CC1(C)C	1%	-1%	17%	-0.3%	-17%	-32%[inhibitor]	25%	6%	1	-30%
O=C(O)c1cc(N/N=C/C=C/c2ccccc2[N+](=O)[O-])ccc1Cl	4%	0%	?	-0.7%	?	1%	-13%	-14%	/	?
CCOC(=O)CSc1nc2ccc(N3CCOCC3)cc2c(=O)n1Cc1ccc2c(c1)OCO2	/	/	?	-2.1%	/	22%	3%	-3%	-9	/
Cc1cc(=O)n2nc(N3CCC(C(=O)NCc4ccc(Cl)cc4)CC3)sc2n1	7%	-5%	-4%	0.0%	0%&10%	-1%	-1%	41%[activator]	-1	18%
O=C(Cc1nnc(NC(=O)Nc2ccc(F)cc2)s1)Nc1ccccc1	-1%	1%	19%	0.3%	2%	-7%	11%	-6%	3	16%
COC(=O)c1ccc(CSCc2ccc(C#N)cc2)cc1	/	/	?	-0.4%	/	11%	14%	28%	15	/
Cc1nn(C)c(C(=O)N/N=C/c2cccnc2)c1Br	6%	-3%	26%	0.3%	-30%	29%	-1%	-6%	-1	-9%
Cc1ccc(S(=O)(=O)N2CC(C)N(C(=O)N3CCOCC3)C2)cc1 (stereo not given)	-7%	-4%	-3%	-0.4%	9%	2%	-3%	0%	4	0%
CCOC(=O)C1CCCN(C(=S)Nc2cccc(Cl)c2C)C1 (stereo not given)	3%[46.1 µM]	-1%	0%	-0.7%	0%	-4%	1%	5%	5	1%
CC1(C)OC2OC(C(=O)N/N=C/c3ccccc3F)C3OC(C)(C)OC3C2O1 (stereo not given)	0%[46.1 µM]	-3%	2%	-0.8%	-3%	-3%	4%	8%	1	19%
NC(=O)C1CCN(C(=O)N2c3ccccc3Sc3ccccc32)CC1	/	-6%	-3%	-0.5%	10%	-10%	-10%	-2%	0	31%
O=C(N/N=C/c1ccccc1Cl)c1cccc(F)c1	-1%	0%	?	0.0%	?	?	0%	-2%	18	27%
Cc1ccc(C(=O)N/C(=C/c2ccco2)C(=O)NCC2CCCO2)cc1 (stereo not given)	1%	-1%	-6%	-0.7%	-10%	-10%	-3%	12%	3	-11%
C=CCSc1nnc(NC(=O)CSCc2c(C)noc2C)s1	-2%	-3%	10%	-0.3%	1%	-5%	18%	/	/	25%
CCCOc1ccc(N2CC(C(=O)Nc3ncccc3C)CC2=O)cc1 (stereo not given)	2%	-6%	-9%	0.4%	-5%	1%	4%	2%	3	36%
CCN=C(NS(=O)(=O)c1ccc(Br)cc1)c1ccc(Cl)cc1	-1%	-1%	-16%	-1.0%	-1%	-1%	7%	2%	3	4%
COc1ccc(OC)c(C2C(C(C)=O)=C(O)C(=O)N2c2ccc(F)cc2)c1 (stereo not given)	3%	-2%	-2%	-0.4%	8%	-4%	-1%	9%	0	?
CN(C(=O)COC(=O)/C=C/c1ccc(C(F)(F)F)cc1)c1c(N)n(Cc2ccccc2)c(=O)[nH]c1=O	3%	0%	10%	-2.1%	-19%	-3%	4%	/	9	-31%
COCc1c(C(=O)Nc2nc(C)cs2)oc2ccccc12	-47%	-3%	15%	0.8%	-42%	-1%	2%	-6%	8	1%
CCCOC(=O)/C=C/c1c(C)[nH]c(=O)[nH]c1=O	-8%[46.1 µM]	0%	9%	-1.4%	2%	-9%	1%	-3%	2	14%
CC(C)N(C(=O)[C@H]1C[C@H](CC(=O)NCCN2CCOCC2)C(=O)N2CCc3c([nH]c4cc(CCC(=O)N(C)C)ccc34)[C@]12C)C(C)C	3%[46.1 µM]	-2%	?	-0.2%	6%	1%	-2%	/	/	-11%
CCCSc1nc2c(c(=O)n(C)c(=O)n2C)n1C	-2%	-4%	12%	-1.1%	-40%	-2%	-10%	6%	-1	13%
CSc1ncccc1C(=O)OCC(=O)NC1CCCCC1	-6%	-7%	?	0.0%	11%	22%	1%	/	2	-18%
COc1ccc(C(=O)Nc2ccc(S(=O)(=O)N3CCCCC3)cc2)cc1	1%	-7%	-14%	-0.1%	-60%	0%	2%	11%	?	-9%
CCCCc1nc2n[nH]c(N)c2c2c1CCC2	1%	-2%	?	0.0%	-2%	-5%	13%	-5%	-3	-35%
CCc1nnc(NC(=O)c2ccc(NC(=O)C(C)C)cc2)s1	3%	-4%	?	-0.2%	11µM*	5%	-1%	1%	0	23%
COc1cccc(NC(=O)CN(C)C(C)C(=O)NC(=O)NC2CCCCC2)c1 (stereo not given)	0%	-3%	-6%	0.0%	-1%	-10%	-4%	/	13	-27%
COc1ccccc1CNC(=O)COC(=O)CC1CC2CCC1C2 (stereo not given)	-2%	-4%	23%	0.6%	-3%	4%	8%	/	?	-1%

Full records, looked up by structure. Values in the order: TCR act | TSG101-PTAP inh | ELG1 DNA repair | B2AR arrestin | BRCA1 expr act | p53 reactivation | AT treatment | CXXC DNA block | TRPV1 agonist | Integrin act MD
Record of Cc1nn(C)c(C(=O)N/N=C/c2cccnc2)c1Br → 6% | -3% | 26% | 0.3% | -30% | 29% | -1% | -6% | -1 | -9%
Record of COC(=O)c1ccc(CSCc2ccc(C#N)cc2)cc1 → / | / | ? | -0.4% | / | 11% | 14% | 28% | 15 | /
Record of COc1ccc(C(=O)C2CCCCC2=O)cc1 (stereo not given) → -2% | -1% | / | -0.4% | -7% | / | / | 4% | 1 | -17%

Following part.
SMILES	TCR act	TSG101-PTAP inh	ELG1 DNA repair	B2AR arrestin	BRCA1 expr act	p53 reactivation	AT treatment	CXXC DNA block	TRPV1 agonist	Integrin act MD
CC(=O)N1CCC2(CC1)C/C(=N\NC(=S)Nc1ccc(C)cc1)c1cc(O)ccc1O2	-9%	-4%	-8%	-0.7%	-8%	-3%	1%	-3%	-2	10%
COC(=O)CC(CP(=O)(O)CN(C)C=O)C(=O)OC (stereo not given)	-3%	0%	-4%	-0.1%	-2%	2%	7%	1%	0	9%
CN(C(=O)COC(=O)c1cccs1)c1c(N)n(Cc2ccccc2)c(=O)[nH]c1=O	-2%	-6%	-2%	-0.1%	-6%	-2%	0%	/	0	-4%
CCOc1cc2[nH]c(=O)n(CC3CCC(C(=O)NCCC(C)C)CC3)c(=O)c2cc1OCC (stereo not given)	-2%	-2%	/	/	-6%	/	/	/	/	14%
CN(C)CCNC(=O)COc1ccc(Cl)cc1Cl	/	1%	3%	7.1%	6%	7%	4%	1%	-4	4%
CCn1nc(C)cc1C(=O)NC1CC(C)(C)Cc2c1cnn2-c1cccc(F)c1 (stereo not given)	2%	1%	-7%	1.1%	-31%	-1%	4%	6%	?	-18%
CCN1C(=O)c2ccccc2S(=O)(=O)c2ccc(C(=O)NCC(OC)OC)cc21	-2%	-1%	12%	0.1%	-2%	-4%	-9%	0%	-5	15%
CC(C)CN(C(=O)COC(=O)C12CC3CC(CC(C3)C1)C2)c1c(N)n(Cc2ccccc2)c(=O)[nH]c1=O	1%	3%	8%	-0.9%	-57%	0%	13%	/	-6	-35%

Compound activity from PubChem BioAssay.
